# PGC1a acetyl inh: inhibitors of PGC1a acetylation signal, primary screen, cell-based, U2OS, AlphaScreen, inhibitor mode. AlphaScreen anti-acetyl-lysine; with virally co-expressed GCN5 acetyltransferase. inhibition, % at 15.6 µM. 350,000 compounds, 0.17% hits;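 active = every replicate shows inhibition of at least 40%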;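 note: 0% = neutral control wells and 100% = positive control wells; some results beyond the cut were filed as inactive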
# EWS-Fli block: EWS/Fli-driven NR0B1 reporter inhibitors, primary screen, A673 cells, NR0B1 luciferase, luminescence, MLPCN library; viability-normalised; inhibition, % at 12.6 µM; 350,000 compounds, 0.67% hits;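 active = mean inhibition of at least 50% after viability correction, with every replicate also passing that limit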;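 note: firefly luciferase signal divided by Alamar Blue viability fluorescence both relative to DMSO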
# LGR2 inh: inhibitors of bursicon-induced LGR2 CRE-luciferase signal, primary screen, cell-based, HEK293, CRE-luciferase reporter, bursicon stimulation. bursicon-stimulated, 4 h. inhibition, % at 9.99 µM. Drosophila bursicon receptor LGR2 (rickets). 380,000 compounds, 0.35% hits;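 active = drop in luminescence signal, shown as inhibition above about 50% in the replicate tests, limit read from the data, passing the limit was not always enough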;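 note: agonist challenge used bursicon conditioned medium at about half maximal strength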
# PAX8 inh HTS: inhibitors of PAX8-driven TPO luciferase reporter, primary screen, RMG-I cells, single concentration. SteadyGlo, 24 h. inhibition, % at 12.6 µM. 360,000 compounds, 1.2% hits. AID 652154, 2013;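 active = mean replicate inhibition at least 60% with every replicate also reaching 60%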;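 note: luciferase light reporting Pax8 driven TPO promoter activity; plate controls were median of neutral control wells for no effect and mitoxantrone controls for full effect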
# ERAP1 HTS inh: human ERAP1 aminopeptidase inhibitors, primary screen, biochemical, single point, plate reader | AID 652197, 2013 | recombinant ERAP1, Leu-AMC fluorescence, 60 min | Endoplasmic reticulum aminopeptidase 1 (Homo sapiens), Q9NZ08 | 340,000 compounds, 0.15% hits | inhibition, % at 10.7 µM;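 active = mean replicate inhibition of at least 30%, or all replicates individually reaching that 30% level; inactive = mean below 30% and not every replicate reaching it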;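 note: 0% = neutral control wells and 100% = L-leucinethiol positive control wells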
# PglD inh: C. jejuni PglD acetyltransferase inhibitors, primary screen, biochemical, DTNB colorimetric, single point. UDP-N-acetylbacillosamine N-acetyltransferase PglD (Campylobacter jejuni). 360,000 compounds, 0.098% hits. inhibition, % at 12.5 µM. purified PglD enzyme, DTNB colorimetric CoA detection; in the data active = inhibition above about 16%, passing the limit was not always enough; note: strong numbers were not always called active
# S100A4 inh HTS: inhibitors of S100A4-myosin IIA peptide binding, primary screen, biochemical, fluorescence polarization, TAMRA-MyoIIA peptide; Protein S100-A4 (Homo sapiens), P26447; inhibition, % at 10.7 µM; 360,000 compounds, 0.14% hits; AID 652163, 2013;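 active = mean inhibition of at least 70% across replicates, with every replicate also reaching that level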
# Target sequence (P26447 whole entry, looked up): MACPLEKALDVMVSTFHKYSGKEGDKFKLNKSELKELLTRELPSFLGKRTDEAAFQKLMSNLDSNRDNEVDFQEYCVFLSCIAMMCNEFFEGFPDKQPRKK
#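 Compound dosing: one dose per compound; test system: human S100A4 monomer with TAMRA-labelled myosin IIA peptide; probe or stimulus: TAMRA-labelled myosin IIA heavy-chain peptide probe, 5 nM; medium: HEPES buffer with Ca2+, pH 7.2; schedule: 5 min incubation before reading; benchmarks: neutral control DMSO, positive control TFP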
# FN deposit inh: inhibitors of fibronectin matrix deposition, primary screen, AH1F cells, Alexa488-fibronectin fluorescence, plate reader; AH1F fibroblasts, overnight; inhibition, % at 12.6 µM; 350,000 compounds, 0.086% hits; AID 743247, 2014;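 active = mean inhibition across replicates of 30% or more, regardless of how many single replicates reach that level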;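 note: positive control wells lacked labelled fibronectin entirely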
#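 Assay system: AH1F fibroblasts assembling fluorescent fibronectin matrix; Amount: 10000 AH1F cells per well; Buffer or medium: DMEM, 2% serum; Probe or stimulus: Alexa488-fibronectin, 24 nM final in well; Doses: single compound dose, delivered by pin transfer; Incubation: 1 h adhesion, overnight exposure; Measured by: fluorescence 485/525 nm; Read-out: fibronectin deposition inhibition.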
# Starred values were filed as active, the others as inactive; . = no result given.
SMILES,PGC1a acetyl inh,EWS-Fli block,LGR2 inh,PAX8 inh HTS,ERAP1 HTS inh,PglD inh,S100A4 inh HTS,FN deposit inh
COc1ccc(N2CCN(C(=O)CN(C3CCCCC3)S(C)(=O)=O)CC2)cc1,.,4,-10,26,0,.,7,7
O=C(C1CCOCC1)N1CC(=O)N2[C@H](CO)[C@H](c3ccc(C#CCc4ccccc4)cc3)[C@@H]2C1,-4,0,-5,.,1,.,12,3
COc1cccc(C(=O)c2c[nH]c(C(=O)NCCCN3CCOCC3)c2)c1,-1,0,-24,0,5,.,6,-18
CCN(CC)CCCN=Cc1c(O)n(-c2cccc(C)c2)c(=O)c2ccccc12,5,3,1,8,-2,0,7,2
O=C(c1ccc(OC2CCN(Cc3cccc(F)c3)CC2)cc1)N1CCCCC1,.,9,-9,10,2,2,-9,5
CC(C)NC(=O)Nc1ccc2c(c1)CC(=O)N([C@H](C)CO)C[C@@H](C)[C@H](CN(C)Cc1ccc(C(=O)O)cc1)O2,-3,-13,-5,-4,2,3,-19,.
CCOCCc1c(O)nc(SCC)[nH]c1=O,1,2,-7,-8,2,-1,4,2
CC(=O)NC[C@@H]1[C@@H](c2ccccc2)[C@@H](CO)N1C(=O)Cc1cccnc1,3,-5,6,1,2,-2,5,3
O=C(CCCOc1ccc(Cl)cc1Cl)NNC(=O)C1CCC1,-5,12,-8,4,.,4,1,1
Cc1ccc(C(=O)O)cc1NC(=O)C1CCN(S(=O)(=O)c2ccc3c(c2)OCCO3)CC1,-7,1,-7,.,-6,2,-3,-3
Cc1ccc(/C(O)=C2\C(=O)C(=O)N(C)C2c2ccc(F)cc2)cc1 (stereo unspecified),.,11,20,13,2,2,0,1
Cc1ccc(NC(=O)Nc2c(C)[nH]c(=O)[nH]c2=O)cc1Cl,.,1,3,-14,-2,-2,0,5
Cc1cccn2c(=O)c(C=O)c(N3CCN(C)CC3)nc12,-22,22,-10,13,4,-1,1,2
CCN(CC)CC(C)OC(=O)c1ccccc1Cl (stereo unspecified),2,6,4,6,2,14,1,12
COCC(=O)N(C)C[C@H]1Oc2ncc(-c3ccc(C)cc3)cc2C(=O)N([C@H](C)CO)C[C@@H]1C,3,5,4,.,1,1,1,12
CO[C@H]1CN(C)C(=O)c2ccc(NS(=O)(=O)c3cn(C)cn3)cc2OC[C@@H](C)NC[C@@H]1C,-3,-2,-7,.,-12,.,3,2
CC1(O)CC(c2ccc(Cl)cc2)=NN1C(=O)c1ccc(Cl)cc1 (stereo unspecified),14,-5,-11,6,2,-10,-10,-5
Cc1ccc([C@H]2C(C(=O)O)=CC[C@@H](c3ccc(C)cc3)N2S(=O)(=O)c2ccccc2C)cc1,12,-9,21,18,.,-6,-7,-1
CCOC(=O)[C@]12CCC=C1N(Cc1ccc(Cl)cc1Cl)C(=O)[C@H](CC(=O)NCCC(C)C)C2,.,5,5,10,2,.,-1,-3
Cc1ccnc(N2CCC(C(=O)NCc3ccccc3F)CC2)n1,-5,-8,-69,3,2,.,4,-5
COc1ccccc1C(=O)NC(=S)Nc1ccc2[nH]c(=O)[nH]c2c1,-5,-23,-11,-47,-1,-2,42,5
COc1cccc(NC(=O)Nc2cccn(Cc3ccc(C)cc3)c2=O)c1,.,-1,29,10,0,.,-1,-1
Cc1ccccc1-n1cc(-c2ccc(Br)cc2)nc1SCC(N)=O,-22,-4,20,10,.,4,-6,0
Cc1ccc(-n2nc3c(=O)n(CC(=O)NCc4cccs4)nc(C)c3c2C)cc1,-10,.,9,27,-2,-4,4,-3
COc1cc(NC(=O)c2n[nH]c(=O)c3ccccc23)cc(OC)c1,8,-55,-15,-3,10,1,-1,-9
O=C(C[C@@H]1C[C@@H]2c3cc(NC(=O)c4ccc5c(c4)OCO5)ccc3O[C@@H]2[C@H](CO)O1)NCCc1ccccc1,-5,-4,1,-2,0,1,8,.
O=C(NC1CCCCC1)C(c1ccncc1)N(C(=O)c1ccco1)c1ccc(F)cc1 (stereo unspecified),.,-2,19,2,2,1,-1,15
C[C@@H](CO)NC(=O)c1[nH]cnc1C(=O)Nc1ccccc1,.,-3,-10,-6,-5,.,9,4
CC(C)(C)c1ccc(OCCC(=O)NNC(=O)c2ccncc2)cc1,.,-8,-5,-6,0,.,0,.
Cc1nc(C)c(C(=O)N2CCCC(C(=O)c3ccc(Cl)cc3C)C2)s1 (stereo unspecified),7,.,18,22,-1,-4,-5,-14
CC(=O)N(C)C[C@H]1Oc2cc(-c3cccc(C#N)c3)ccc2S(=O)(=O)N([C@@H](C)CO)C[C@@H]1C,16,-17,-5,.,9,-1,-40,10
CN1c2ccc(C#Cc3cccnc3)cc2[C@H]2[C@H](CCN2S(=O)(=O)c2ccc(F)cc2)[C@@H]1CO,-8,17,-12,1,1,-4,-5,14
Cc1cc(NCc2ccccn2)n2ncc(-c3ccccc3)c2n1,0,-52,-90,-42,6,-3,1,13
COc1ccc(Cn2nc(C)n(N(C)c3ncc(C(F)(F)F)cc3Cl)c2=O)cc1,-1,.,.,11,.,-8,.,3
Cc1ccc(-c2nc3cc(C)c(Br)c(C)n3c2Cc2ccccc2)cc1,8,-16,.,18,-1,-5,-8,-1
COCCOC(=O)C1=C(C)Nc2ncnn2C1c1ccc(F)cc1 (stereo unspecified),2,.,.,12,.,5,.,6
COc1ccc(N2CCN(S(=O)(=O)CCNC(=O)C3CC3)CC2)cc1,.,3,24,1,2,.,-1,-1
O=C(NCc1nc(-c2ccc(C(F)(F)F)cc2)no1)Nc1ccc(F)cc1F,0,-8,.,8,.,-1,-8,-8
O=C(Nc1cc(Cl)ccc1-n1cncn1)c1ccccc1OC(F)F,-3,2,-17,2,-3,-3,-2,.
O=C(NC(=O)c1ccc(C(F)(F)F)cc1)Nc1ccc(-c2cnco2)cc1,.,-7,-13,3,4,.,11,0
O=C(c1ccc(F)cc1)N1CC(=O)N2[C@H](C1)[C@H](c1ccc(C#CC3CCCC3)cc1)[C@@H]2CO,2,-40,-26,.,-1,.,11,-7
Cc1ccc(Nc2cc(C)nc(-c3ccccc3)n2)cc1,-1,-150,-154,-247,-3,-3,2,3
COc1cc(NC(=O)C2=CC(c3ccco3)=NS(=O)(=O)N2C)cc(OC)c1OC,.,-6,1,3,2,-5,0,4
Cn1c(Nc2ccc(F)cc2)nc2ccccc21,17,-19,.,-41,-1,8,-1,-6
COc1ccc(C(=O)Nc2nc(-c3cccs3)c(NC(C)=O)s2)cc1,-8,.,.,0,.,5,.,7
Cc1ccc(N2C(=O)C(NC(=O)c3ccccc3F)(C(F)(F)F)C3=C2CC(C)(C)CC3=O)cc1 (stereo unspecified),1,-4,21,10,-6,-2,0,-2
C[C@@H]1CN([C@H](C)CO)C(=O)c2cc(NC(=O)Nc3ccc(C(F)(F)F)cc3)ccc2O[C@@H](C)CCCCO[C@@H]1CN(C)C(=O)NC1CCCCC1,4,2,28,86*,-3,-2,-6,.
COc1ccc(CCC(=O)NCC(c2ccco2)N2CCc3ccccc32)cc1 (stereo unspecified),.,5,-6,15,0,8,9,9
C[C@@H]1CN([C@H](C)CO)C(=O)Cc2cc(NC(=O)C3CC3)ccc2O[C@@H]1CN(C)S(=O)(=O)c1ccc(F)cc1,0,1,8,.,-1,-12,4,.
C[C@H](CO)N1C[C@H](C)[C@@H](CN(C)S(=O)(=O)c2cn(C)cn2)Oc2ccc(NC(=O)Nc3ccc(F)cc3)cc2C1=O,5,-10,0,-3,0,1,-37,.
COc1ccc(S(=O)(=O)N2CCOCC2)cc1C(=O)Nc1ccc2c(c1)OCO2,.,.,-14,.,0,0,-4,-9
CN1c2ccc(Br)cc2[C@H]2[C@H](CCN2C(=O)Nc2ccc(F)cc2)[C@@H]1CO,14,-25,11,15,2,3,4,-10
O=C(N/N=C/c1cccc([N+](=O)[O-])c1)c1cccc2cc[nH]c12,3,-20,38,16,11,.,-4,-3
CC/C(C)=C1/NC(=O)NC1=O,7,6,15,-4,-2,-6,-2,0
